Bioassay records deposited in PubChem BioAssay by several laboratories.
Arr AP2 block: blocks beta-arrestin peptide binding to AP2 adaptin | inhibition, % at 10 µM | 0.31% of 340,000 active | FITC-arrestin peptide / GST-AP2 beads, flow cytometry; AP2 beta2 appendage carries R879A mutation;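 active means inhibition above a set limit, near 3 SD of compounds lacking own fluorescence, cut at about 54% in these data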;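 further: plate controls were DMSO wells for no effect and 5 µM unlabelled arrestin peptide for full effect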
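System: GST-AP2 R879A glutathione beads | Also added: FITC-arrestin peptide, 50 nM | Times: 12 min plus 1 h, RT | Signal: Bead flow cytometry, FITC channel | Buffer or medium: PBS with 0.05% Tween 20 and 0.1% BSA | Read-out basis: Percent drop in bead-associated FITC signal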
CDK5 inh: blocks human CDK5/p35 kinase activity; inhibition, % at 10 µM; AID 488839; 0.01% of 330,000 active; Recombinant CDK5/p35, ADP-Glo luminescence, 60 min; Q00535+Q15078;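 active means highest replicate inhibition of at least 50% and at least 75% of replicates reaching 50%; inconclusive means only one of the two criteria met; inactive means both criteria failed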;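 further: plate controls were DMSO neutral control for no effect and GW8510 at 10 µM for full effect; many of its hits are not listed in these tables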
PKA-R1A act: activates the PKA-R1A holoenzyme complex. activation, % at 11.4 µM. PKA-R1A dissociation, Cy5-IP20 fluorescence polarization; scaled: DMSO 0%, 113 µM cGMP 100%. P00514+P68181. 0.083% of 340,000 active;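 active means percent activation above the mean of all tested compounds plus 3 SD, cut at about 19% in these data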;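 further: higher means more PKAc released from R1A so a rise in polarization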
SR-BI DiI-HDL act: SR-BI HDL lipid transfer activation. CHO ldlA[mSR-BI] cells, DiI-HDL uptake fluorescence, 3 h; 100 = double the neutral-control signal. activation, % at 12.5 µM. 0.096% of 320,000 active;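 active means mean replicate activation of at least 60% and every replicate at or above 60%; inconclusive means mean or all-replicate condition met, but not both; inactive means mean below 60% and not all replicates reaching 60%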;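 further: 0% = median plate neutral-control signal and 100% = twice that signal; values of inactives mirror those of a sister screen read the other way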
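Assay system: CHO ldlA[mSR-BI] cells, LDL receptor-null, SR-BI overexpressing; medium: Ham's F12 with 0.5% BSA, HEPES 25 mM, pH 7.4; also added: DiI-HDL 10 µg/mL; timing: 3 h uptake period with compound, 37 °C; signal: DiI fluorescence, bottom read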
Pemphigus Ab inh: blocks pemphigus antibody binding to human desmoglein-3. DSG3-coupled beads, scFv-anti-DSG3-GFP binding, flow cytometry; hits give low values. binding (percent of control), % at 10 µM. 0.48% of 310,000 active. AID 588358;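 active means binding more than 3 SD below its plate's average and above zero; inconclusive means below that plate limit but binding exactly zero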;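 further: hits lower antibody fragment binding to DSG3; some compounds called inactive have numbers as strong as hits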
dFosB activator: activators of mouse delta FosB homodimer; P13346; purified delta FosB, TAMRA-CDK5 oligo fluorescence polarization; percent of positive-control signal above neutral wells; 0.99% of 340,000 active; activation, % at 25 µM; AID 493131;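 active means mean activation above about 17%, with every replicate also reaching it, limit read from the data, passing the limit was not always enough; inconclusive means only one of the two conditions met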;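 further: fluorescence polarization rise as delta FosB binds a TAMRA Cdk5 AP-1 oligo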
Target sequence (P13346 whole entry, looked up): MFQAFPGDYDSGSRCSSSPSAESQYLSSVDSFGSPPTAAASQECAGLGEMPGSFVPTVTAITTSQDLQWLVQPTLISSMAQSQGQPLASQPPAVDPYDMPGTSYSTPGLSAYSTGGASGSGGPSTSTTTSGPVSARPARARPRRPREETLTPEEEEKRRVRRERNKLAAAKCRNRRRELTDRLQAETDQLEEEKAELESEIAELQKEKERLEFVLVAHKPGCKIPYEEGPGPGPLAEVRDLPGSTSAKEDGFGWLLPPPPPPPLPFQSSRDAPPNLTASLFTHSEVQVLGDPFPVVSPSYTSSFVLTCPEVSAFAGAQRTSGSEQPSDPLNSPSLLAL
SUMO Mot1 rescue: inhibitors of SUMOylation pathway: yeast Mot1-301 growth rescue | growth rescue, % at 18.8 µM | 1% of 320,000 active | S. cerevisiae Mot1-301 growth rescue, ATP luminescence, 38.5C; percent above DMSO median, 100 means doubled;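 active means every valid replicate shows activation above 250% relative to neutral control wells; inactive means the rest, any valid replicate at or below 250%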;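 further: OY570 slx delta 5 strain wells were the positive control but not used for scaling; some compounds called inactive have numbers as strong as hits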
PKA-R2B act: PKA-R2B complex activation | PKA-R2B holoenzyme dissociation, Cy5-IP20 fluorescence polarization; R2B truncated from residue 108, S112A mutant; 0% DMSO only, 100% 113 µM cGMP | AID 504700 | activation, % at 11.4 µM | 0.079% of 340,000 active | P22694+P31323;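 active means activation above a cutoff set at the mean over all compounds plus 3 SD, cut at about 18% in these data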;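 further: higher means more holoenzyme dissociation and a rise in polarization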
Target sequence (P31323 whole entry, looked up, other chains not shown, the tested form may be a part): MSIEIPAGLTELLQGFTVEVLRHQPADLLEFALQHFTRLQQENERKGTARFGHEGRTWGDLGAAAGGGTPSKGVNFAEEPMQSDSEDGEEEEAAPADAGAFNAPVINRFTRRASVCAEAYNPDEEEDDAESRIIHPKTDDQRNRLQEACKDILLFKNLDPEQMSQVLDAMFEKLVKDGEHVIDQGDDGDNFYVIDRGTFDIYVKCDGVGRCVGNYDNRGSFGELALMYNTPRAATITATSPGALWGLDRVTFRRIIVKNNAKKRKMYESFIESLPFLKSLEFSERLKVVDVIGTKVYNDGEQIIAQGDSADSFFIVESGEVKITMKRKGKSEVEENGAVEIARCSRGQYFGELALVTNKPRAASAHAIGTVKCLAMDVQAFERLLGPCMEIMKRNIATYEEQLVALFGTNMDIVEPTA
SR-BI HDL uptake: mouse SR-BI HDL lipid transfer inhibition; inhibition, % at 12.5 µM; AID 488896; 0.96% of 320,000 active; Q61009; ldlA[mSR-BI] CHO cells, DiI-HDL uptake fluorescence, 3 h;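 active means mean replicate inhibition of at least 70% and a set share of replicates each scoring 70 or more; inconclusive means meets just one of the two criteria; inactive means fails both criteria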;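 further: 0% = median of neutral control wells and 100% = median of positive control wells; values of inactives mirror those of a sister screen read the other way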
MITF act: increases MITF-driven TRPM1 promoter luciferase signal. SK-MEL-5 TRPM1-promoter luciferase, 24 h; % of positive control, neutral wells = 0. activation, % at 12.5 µM. 0.75% of 300,000 active. AID 588334;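 active means mean activation of at least 80% with every replicate also reaching 80%; inconclusive means mean reaches 80% but some replicate falls short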;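 further: 0% = neutral control wells and 100% = parthenolide positive control wells; values of inactives mirror those of a sister screen read the other way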
NSD2 inh: NSD2 (human) methyltransferase inhibition; NSD2 peptide methylation, AlphaScreen, 120 min; 0.54% of 310,000 active; O96028; inhibition, % at 12.5 µM; AID 743445; in the data active means inhibition above about 50%
* = called active by the depositor; ? = inconclusive; . = not tested or not shown.

SMILES	Arr AP2 block	CDK5 inh	PKA-R1A act	SR-BI DiI-HDL act	Pemphigus Ab inh	dFosB activator	SUMO Mot1 rescue	PKA-R2B act	SR-BI HDL uptake	MITF act	NSD2 inh
O=C1C=C(C2CCCCC2)C(=O)c2ccccc21	-6	1.4	2	-13	95	-1	.	2	13	-45	0
CCN(CC)CCn1c2c(c(SCC(=O)Nc3cccc4ccccc34)nc1=O)CCCC2	25	1.0	-3	18	95	-5	12	11	-18	7	.
c1ccc(-c2nc(NCCCN3CCOCC3)c3ccccc3n2)cc1	1	1.0	7	-11	106	-8	125	-6	11	4	2
CCC(C)[C@H](NC(=O)[C@@H]1Cc2ccccc2CN1)C(=O)NCc1ccc(OC)cc1 (some centres not stated)	33	-2.6	10	1	104	-3	31	0	-1	4	.
COc1cccc(/C=N/NC(=O)c2nnn(-c3nonc3N)c2-c2cccs2)c1	36	1.0	-2	-35	100	1	128	3	35	-5	-5
O=S(=O)(Nc1cc(C(F)(F)F)ccc1N1CCOCC1)c1ccc2ccccc2c1	-3	-3.4	-9	1	108	-3	3	-17	-1	2	-2
Cc1c(Cl)cccc1NC(=O)COC(=O)CN1C(=O)NC(C)(C)C1=O	-17	1.7	-10	-2	99	3	-1	1	2	0	5
COc1ccc(N(CC(=O)NCCSC(C)(C)C)S(C)(=O)=O)c(OC)c1	7	-1.3	3	17	102	0	115	10	-17	-11	-1
CC1CC(CCC(=O)NC(=S)Nc2ccc(Cl)cn2)C(=O)O1 (configuration not stated)	4	-0.4	-7	-8	98	-3	-6	-9	8	12	-3
COc1cc(NS(C)(=O)=O)c(OC)cc1NC(=O)c1ccccc1	21	0.3	2	-41	.	-3	136	6	41	.	0
CCCN(CCC)CCN1C(=O)C2C(C(=O)Nc3cccc(SC)c3)C3C=CC2(O3)C1C(=O)NC1CCCCC1 (configuration not stated)	-1	-1.2	-3	.	.	-4	-18	6	.	5	7
O=C(NCCN1CCOCC1)NC1(C(F)(F)F)Oc2ccccc2O1	-4	-0.3	5	15	106	-7	-8	11	-15	-8	55*
CC(OC(=O)c1ccncc1)C(=O)Nc1ccc([N+](=O)[O-])cc1Cl (configuration not stated)	-2	-1.4	-8	6	105	0	-8	-3	-6	4	3
O=C(N[C@H](CO)[C@H](O)c1ccc([N+](=O)[O-])cc1)C(Cl)Cl	-1	-0.5	13	14	.	9	-13	-2	-14	-2	.
NC(=O)c1ccc[n+](CC(=O)c2ccc(Cl)c(Cl)c2)c1	-5	0.7	-8	14	110	-1	4	1	-14	-2	-3
Cc1ccc(S(=O)(=O)N2CCN(C(=O)c3ccccc3OCc3c(C)noc3C)CC2)cc1C	2	-0.5	-6	2	103	-4	41	-9	-2	9	0
Cc1ccc2oc(/N=C(\N)NC(=O)C3CC3)nc2c1	2	0.3	10	-12	.	-12	17	7	12	-5	-2
CCOc1ccc(C2/C(=C(\O)c3cccc(OC)c3)C(=O)C(=O)N2c2ccccn2)cc1OC (configuration not stated)	0	-4.6	2	3	107	-1	-15	3	-3	.	2
O=C(CCN1CCCCC1)c1ccc2c(c1)OCO2	-4	-0.6	0	-6	99	5	-29	-12	6	-7	-1
C(=C\c1nccc2c1[nH]c1ccccc12)/c1ccccc1	8	-0.9	-14	-59	98	42*	22	-6	59	5	-13

Reformatted with values under each structure: two of the compounds above
Value order – Arr AP2 block, CDK5 inh, PKA-R1A act, SR-BI DiI-HDL act, Pemphigus Ab inh, dFosB activator, SUMO Mot1 rescue, PKA-R2B act, SR-BI HDL uptake, MITF act, NSD2 inh
COc1cc(NS(C)(=O)=O)c(OC)cc1NC(=O)c1ccccc1
  21, 0.3, 2, -41, ., -3, 136, 6, 41, ., 0
CCCN(CCC)CCN1C(=O)C2C(C(=O)Nc3cccc(SC)c3)C3C=CC2(O3)C1C(=O)NC1CCCCC1 (configuration not stated)
  -1, -1.2, -3, ., ., -4, -18, 6, ., 5, 7

(more compounds)
SMILES	Arr AP2 block	CDK5 inh	PKA-R1A act	SR-BI DiI-HDL act	Pemphigus Ab inh	dFosB activator	SUMO Mot1 rescue	PKA-R2B act	SR-BI HDL uptake	MITF act	NSD2 inh
CC(C)CNC(=S)N(CCO)Cc1cc2cc3c(cc2[nH]c1=O)OCO3	-1	-0.6	-4	-4	113	-10	6	-4	4	-6	0
COc1ccc(C2/C(=C(\O)c3ccc4c(c3)OCCO4)C(=O)C(=O)N2CCCN(C)C)cc1 (configuration not stated)	-3	0.9	4	17	99	-3	-11	-3	-17	5	5
COc1ccc(N2CCN(Cc3nc4ccccc4c(=O)[nH]3)CC2)cc1	-9	0.2	-3	5	81	3	6	-6	-5	-2	9
Cc1c(Cl)cccc1NC(=O)COc1ccc(S(=O)(=O)N2CCOCC2)cc1	12	3.9	-9	15	108	3	16	-12	-15	2	-6
Cc1c(NC(=O)COC(=O)C23CC4CC(CC(O)(C4)C2)C3)c(=O)n(-c2ccccc2)n1C	-2	-3.9	-8	27	97	4	18	2	-27	11	-2
CC(C)c1ccc(S(=O)(=O)c2nnn3c2nc(N2CCCCC2)c2ccccc23)cc1	0	-0.6	9	28	.	1	-12	-4	-28	8	3
CCCCC(CC)C1OCC(CN2CCCCC2)O1 (configuration not stated)	-2	-0.2	0	14	.	1	-10	-1	-14	2	-4
COc1ccc(NC(=O)N(C)C[C@H]2Oc3ccc(NS(=O)(=O)c4ccc(OC)cc4)cc3C(=O)N([C@H](C)CO)C[C@@H]2C)cc1	.	0.4	4	26	96	-1	-11	0	-26	-4	.
COc1ccccc1NC(C)C(=O)N/N=C/c1cccs1 (configuration not stated)	2	1.4	-3	3	102	5	-5	-4	-3	-5	-4
COC(=O)CC1C(=O)NCCN1C(=O)c1ccccc1 (configuration not stated)	4	-0.7	-6	-12	89	-3	6	0	12	-5	-10
COc1cc2c(cc1OC)CN(C(=S)Nc1c(C)cccc1C)CC2	3	-1.5	-7	10	97	-5	-11	0	-10	3	-1
CCCCn1c(SCC(=O)NCC2CCCO2)nc2ccc(N3CCOCC3)cc2c1=O (configuration not stated)	15	-1.5	-1	-21	95	-1	-4	2	21	-6	0
CC(C)[C@H](NC(=O)c1c(F)cccc1F)C(=O)OCC(=O)NC(=O)NC1CCCC1	15	-1.0	-1	-11	120	1	1	-6	11	-2	0
COc1ccc(-c2noc(CCC(=O)NCCc3ccccc3)n2)cc1OC	-8	-1.2	19*	-27	107	-7	-10	2	26	11	-3
COc1ccc(CC(=O)OCC(=O)NCc2ccco2)cc1	-32	-0.2	9	17	105	0	-18	1	-17	11	-4
O=C(CNS(=O)(=O)c1ccc(Br)cc1)N1CCN(Cc2ccccc2)CC1	-4	-3.3	-10	9	.	-3	34	-2	-9	-4	-2
CC(Oc1ccccc1)C(=O)N1CCC2(CC1)Oc1ccc(F)cc1C(=O)C21CC(c2cccnc2)=NO1 (configuration not stated)	15	-1.1	-9	22	104	-5	-10	-9	-22	-1	.
Cc1nn(C(=O)CNS(=O)(=O)c2ccccc2)c(C)c1Sc1ccc(Cl)cc1	1	-3.4	-13	-4	99	-14	38	-16	4	-1	-3
CC(C)CN(C(=O)COC(=O)C1c2ccccc2Oc2ccccc21)C1CCS(=O)(=O)C1 (configuration not stated)	3	-0.1	2	23	108	-7	-1	-2	-23	-3	-1
O=C(CO/N=C/c1ccccc1OC(F)F)NCc1cccs1	-26	-1.8	-12	23	100	-2	-6	-7	-23	-2	-1
Cc1ccc(C)c(NC(=O)NNC(=O)c2ccc3ccccc3c2O)c1	6	1.6	-4	-14	101	-3	-4	1	14	13	2
Cc1cc(C)cc(NC(=S)N2CCN(S(=O)(=O)c3ccccc3)CC2)c1	-1	1.5	-3	1	110	-7	-3	-8	-1	0	0
Cc1cccc(Nc2nnc(SC(C)C(=O)NC3CC3)s2)c1 (configuration not stated)	41	-1.9	-3	-42	97	-4	-6	-4	42	-6	0
Cc1ccc2sc(NC(=O)c3cccc(N4C(=O)CCC4=O)c3)nc2c1C	-1	-3.4	-14	-94	.	-5	3	-12	94*	19	-4
COC(=O)c1c(NC(=O)COC(=O)CCc2ccc(S(=O)(=O)N3CCOCC3)cc2)sc2c1CCC2	0	-0.3	2	-5	96	-3	11	3	5	-1	-1
C=C(C)Cn1c(SCC)nc2ccccc2c1=O	13	-0.3	17	12	103	0	-11	-6	-12	-2	-2
COc1ccccc1CNC(=O)C1CC2Cn3c(nc4cc(C)c(C)cc43)C2N1C (configuration not stated)	5	-0.4	-12	-13	117	2	12	-4	13	12	.
CCCN1C(=O)/C(=C/c2nc3ccccc3c(=O)[nH]2)c2cc(C)ccc21	4	0.1	4	3	94	-10	-25	15	-3	8	-1
CCOc1ccc(NS(=O)(=O)c2ccc(C(=O)N(C)CCc3ccc(OC)c(OC)c3)cc2)cc1	-12	0.9	-9	10	.	-5	-3	-2	-10	-6	1
Cc1cc(C)n2nc(SC3CCCCN(C(=O)c4ccc(F)cc4)C3=O)nc2n1 (configuration not stated)	1	-1.0	1	?	108	2	-14	-3	-231	.	7
COc1cc(OC)c(S(=O)(=O)N2CCOCC2)cc1S(=O)(=O)N1CCOCC1	2	-0.3	1	6	108	4	4	-5	-6	-7	-2
CC(=O)Nc1ccc(SC(C)C(=O)NC2CCCC2)cc1 (configuration not stated)	-13	1.1	2	6	100	-2	-23	-14	-6	-7	-2
CCOc1ccc(-c2cccc(NC(=O)COc3ccc(Cl)cc3)c2)nn1	28	0.4	-3	-36	106	-14	17	-1	36	17	-5
Cc1cccc(C)c1OCC(=O)Nn1c(C)nc2ccccc2c1=O	-6	0.7	-7	10	101	-4	10	-1	-10	-9	-1
COc1ccc2[nH]c3c(c2c1)CCN1C(=O)C(CC(=O)NCCN2CCOCC2)C[C@H](C(=O)N2CCOCC2)[C@@]31CCC1CCCC1 (some centres not stated)	38	-0.3	-2	4	100	-8	.	7	-4	5	.
Cc1nn(Cc2ccccc2)c(C)c1NC(=O)c1cc(-c2ccc3c(c2)OCO3)on1	19	0.1	-9	-45	97	9	-3	7	45	2	.
Cc1cccc(NC(=O)NCC(c2ccco2)N2CCCCC2)c1 (configuration not stated)	18	0.0	-4	-10	105	-14	-11	5	10	18	0
CCOC(=O)c1cnn(-c2cc(Oc3cccc(C)c3)ncn2)c1N	-7	-6.5	1	0	103	-6	-23	5	0	12	5
